MazEF act: increases E. coli MazEF RNase cleavage of RNA. P0AE70. FAM/BHQ RNA-DNA oligo cleavage fluorescence, 5 h. activation, % at 20 µM. actives 0.32% (n = 350,000); in the data active means activation above about 50%
Target sequence (P0AE70 whole entry, looked up): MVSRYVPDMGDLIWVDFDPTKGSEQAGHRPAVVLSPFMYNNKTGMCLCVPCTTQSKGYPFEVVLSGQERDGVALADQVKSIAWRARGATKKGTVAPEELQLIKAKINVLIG
BoNT-F LC inh: BoNT F light chain protease inhibition; Multiplex microsphere protease cleavage assay, flow cytometry; inhibition, % at 10 µM; actives 0.22% (n = 360,000); in the data active means inhibition above about 35%, passing the limit was not always enough; inconclusive means no clear call, values can overlap the other calls; further: plate controls were buffer without enzyme for full effect and enzyme alone for no effect
DUSP3 inh: inhibitors of human VHR1 phosphatase (DUSP3) | P51452 | recombinant VHR phosphatase, pNPP absorbance | inhibition, % at 13.3 µM | actives 0.52% (n = 290,000) | AID 1654; in the data active means inhibition above about 50%; further: some compounds called inactive have numbers as strong as hits
Target sequence (P51452 whole entry, looked up): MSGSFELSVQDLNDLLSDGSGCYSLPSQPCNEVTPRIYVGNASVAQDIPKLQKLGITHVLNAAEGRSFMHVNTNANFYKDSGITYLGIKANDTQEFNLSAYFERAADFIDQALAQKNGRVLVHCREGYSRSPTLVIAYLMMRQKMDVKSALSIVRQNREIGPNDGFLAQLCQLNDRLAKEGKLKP
3CLpro inhibitor: SARS-CoV 3CLpro protease inhibition; P0C6X7; recombinant SARS-CoV 3CLpro, quenched FRET peptide cleavage; inhibition, % at 6 µM; actives 0.14% (n = 290,000); in the data active means inhibition above about 12%
CCHFV vOTU inh: blocks the CCHF virus ovarian tumor domain protease; CCHFV vOTU protease, Pep-AMC fluorescence; inhibition, % at 11.5 µM; actives 0.55% (n = 370,000); in the data active means inhibition above about 30%; further: 0% = vehicle wells with enzyme and 100% = no enzyme wells
BoNT A protease: inhibitors of Botulinum neurotoxin A light chain protease | multiplex microsphere protease substrate cleavage, flow cytometry | inhibition, % at 10 µM | actives 0.17% (n = 360,000) | AID 588499; further: plate controls were buffer without enzyme for full effect and enzyme alone for no effect
Rv3671c protease: inhibits the M. tuberculosis serine protease Rv3671c | inhibition, % at 5.96 µM | P9WHR9 | actives 0.048% (n = 320,000); in the data active means inhibition above about 38%;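 further: extracellular domain of Rv3671c used as enzyme; 0% = enzyme with DMSO and 100% = no enzyme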
Target sequence (P9WHR9 whole entry, looked up, the tested form may be a part): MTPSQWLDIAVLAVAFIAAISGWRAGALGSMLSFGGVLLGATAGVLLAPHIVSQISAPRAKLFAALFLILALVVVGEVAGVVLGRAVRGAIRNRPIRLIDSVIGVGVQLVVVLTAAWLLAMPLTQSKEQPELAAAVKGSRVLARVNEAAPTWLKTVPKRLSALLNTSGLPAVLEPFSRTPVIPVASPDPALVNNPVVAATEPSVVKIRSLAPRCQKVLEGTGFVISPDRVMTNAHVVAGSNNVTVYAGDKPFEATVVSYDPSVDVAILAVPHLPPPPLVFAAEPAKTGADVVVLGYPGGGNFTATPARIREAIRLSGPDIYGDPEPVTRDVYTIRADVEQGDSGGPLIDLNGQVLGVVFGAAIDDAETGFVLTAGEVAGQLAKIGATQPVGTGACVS
PrPC surface inh: reduces human prion protein on the cell surface; P04156; cell surface PrPC, TR-FRET read-out; inhibition, % at 13.8 µM; actives 0.43% (n = 370,000); AID 720596; in the data active means inhibition above about 24%; further: 0% = median of the test wells and 100% = reference compound wells
SSB-PriA inh: blocks PriA binding to SSB C-terminal tail | AlphaScreen SSBct-PriA binding, biotinylated peptide | inhibition, % at 33 µM | actives 0.6% (n = 430,000) | AID 1272365; in the data active means inhibition mostly above about 37%, no sharp cut-off; inactive means mostly below about 20%;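 further: plate controls were negative control peptide for no effect and reference peptide for full effect; strong numbers were not always called active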
Anthrax LF prot: inhibitors of Bacillus anthracis lethal factor protease; actives 0.12% (n = 360,000); P15917; inhibition, % at 10 µM; multiplex microsphere protease cleavage assay, LF; further: plate controls were buffer without enzyme for full effect and enzyme alone for no effect
Starred values were filed as active, the others as inactive; u = inconclusive; x = not tested or not shown. Unless noted, no stated cut-off is given here; in the data, active means inhibition above about 30%; inconclusive means no clear call, values can overlap the other calls; inactive means below that. An excerpt; count on the stated rates, not on these rows.

molecule | MazEF act | BoNT-F LC inh | DUSP3 inh | 3CLpro inhibitor | CCHFV vOTU inh | BoNT A protease | Rv3671c protease | PrPC surface inh | SSB-PriA inh | Anthrax LF prot
O=C(CCc1ccccc1)NNC(=O)Nc1ccc(Cl)cc1 | 7 | -5 | 13 | -1 | -9 | -7.7 | 2 | 9 | 3 | -4
Cn1c(CNC(=O)CNC(=O)Cc2ccc(F)cc2)cc(=O)n(C)c1=O | 4 | 5 | 11 | -2 | 11 | 0.3 | 3 | -2 | -2 | 0
CCOC(=O)Cc1csc(NC(=O)c2ccc(C)cc2)n1 | -4 | -5 | 34 | 3 | 9 | -0.6 | -1 | 0 | -5 | -7
COc1ccc(C(=O)NC(C(=O)NCc2ccccc2OC)C(C)C)cc1 (centres undefined) | 7 | -8 | 8 | 2 | 12 | -1.2 | 2 | -8 | -23 | -4
COc1ccc2nc(C)cc(Nc3ccccc3OC)c2c1 | -14 | -10 | x | x | 20 | 0.8 | x | -3 | x | 2
COc1cc(/C=N/NC(=O)c2cccnc2)cc(Br)c1O | 6 | x | 11 | 3 | 16 | x | -3 | -5 | x | x
CCn1nc(C)c(NC(=O)c2cc(Br)ccc2Cl)c1C | -3 | -1 | 12 | -2 | -6 | 0.3 | -4 | 9 | -5 | -5
c1ccc2c(c1)ncn2CCC1CCCCC1 | 4 | -7 | 3 | -4 | 0 | -0.2 | -11 | 6 | -17 | -8
Cc1ccc(C2CC2c2n[nH]c(=S)n2-c2cccc(Cl)c2)cc1 (centres undefined) | 3 | 3 | -5 | 3 | -3 | 0.1 | -18 | 0 | -6 | 1
CCOc1ccc(NC(=O)CN(C)C(=O)C2CC2C)cc1OCC (centres undefined) | -3 | 3 | x | x | -8 | -3.0 | x | 7 | -1 | 6
O=[N+]([O-])c1ccc(COc2cccc(CNc3ccc(Br)cc3)c2)cc1 | -2 | -14 | -4 | 5 | -6 | -1.4 | -19 | 5 | 10 | -3
COc1ccc(CCN(C)C(=O)CN2C(=O)c3ccccc3S2(=O)=O)cc1OC | 7 | -16 | -4 | 5 | 23 | 0.3 | 10 | 7 | 2 | -1
CCOC(=O)N1CCC(NC(=O)CS(=O)(=O)Cc2nc(-c3cccc(OC)c3)oc2C)CC1 | 0 | x | 13 | 0 | -2 | x | 2 | 2 | 8 | x
COc1c(NC(C)=O)c2c(c([N+](=O)[O-])c1OC)C(=O)OC2 | -1 | -4 | x | x | -5 | -0.3 | x | 6 | -11 | -3
COc1cc(-c2n[nH]c(=S)n2-c2cccc(C(F)(F)F)c2)cc(OC)c1OC | 7 | 5 | -2 | 3 | 4 | 0.5 | -13 | -1 | -4 | 1
CCN1CCN(/C=N/c2nc3c(s2)CCCC3)CC1 | -4 | -6 | 23 | 1 | 0 | -0.4 | 0 | -1 | x | -3
CS(=O)(=O)N(CC(=O)N1CCc2ccccc2C1)Cc1ccc(Cl)cc1 | 0 | -19 | 4 | 2 | -7 | -1.3 | 0 | 11 | -10 | -6
CC(=NCc1cccc(Cl)c1)c1nc(-c2ccco2)oc1O | -5 | -10 | 39 | 4 | 13 | -2.0 | -2 | 20 | 7 | -1
Cc1nc2ccc(NC(=O)N3CCSCC3)cc2s1 | 1 | 4 | 9 | -3 | 5 | 0.1 | -11 | 3 | -21 | 0
CC(C)c1nnc(NC(=O)C2CCCN(C(=O)Nc3ccc(F)cc3)C2)s1 (centres undefined) | 9 | -6 | -15 | 1 | -5 | -0.9 | 10 | 4 | -17 | -1
CCN1C(=O)CSc2ccc(C(=O)NCc3ccccc3OC)cc21 | -1 | -8 | 16 | -2 | -4 | -0.5 | -5 | -1 | -15 | -3
CCN(CC(=O)Nc1ccc(OC)cc1)C(=O)c1ccc2c(c1)NC(=O)CS2 | 0 | 3 | x | x | -7 | 2.4 | x | 5 | -3 | 0
CCCCc1nc(NCCN2CCOCC2)c(C#N)c2c1COC(C)(C)C2 | -3 | 24 | 11 | 0 | 2 | 1.1 | 11 | 6 | 0 | -1
O=C(NCCN1CCCCC1)Nc1cccc(Cl)c1Cl | 11 | u | 21 | -1 | 13 | -4.0 | x | -4 | -13 | -7
Clc1ccccc1C1=Nn2c(nnc2-c2ccco2)SC1 | 2 | u | 34 | 0 | -11 | -5.3 | 1 | -3 | 4 | -2
CC1CCN(C(=O)c2ccc(NC(=O)C3CCCO3)cc2)CC1 (centres undefined) | 5 | 4 | -25 | -6 | 1 | 1.0 | -4 | 0 | -7 | -4
CCC(=O)NC(=S)Nc1ccc(NC(=O)c2ccco2)cc1 | -5 | -7 | 19 | 3 | 20 | -1.7 | -4 | -8 | -4 | -4
CCOC(=O)CC(=O)Nc1ccc(C(=O)OCC)cc1 | -7 | u | 2 | -1 | 7 | -0.4 | -5 | -4 | -1 | -4
CCN1C(=O)C(O)(CC(=O)c2c(C)coc2C)c2ccccc21 (centres undefined) | -4 | -4 | 4 | 0 | 2 | 0.0 | -7 | 2 | -2 | -4
CC(OC(=O)C1CC2CCCC(C1)C2=O)C(=O)Nc1cccc([N+](=O)[O-])c1 (centres undefined) | 6 | -2 | x | x | -14 | -0.2 | -2 | -10 | 3 | 0
COc1cccc(CN2CC(C(=O)N3CCCO3)CCC2=O)c1 (centres undefined) | 4 | -3 | 18 | -1 | 7 | 2.4 | -9 | -7 | 4 | -3
N#Cc1ccc(C(=O)NNC(=O)c2ccncc2)cc1 | -5 | -2 | 9 | 1 | 2 | -0.2 | -6 | 7 | -6 | 16
Oc1ccc(C[C@H]2CNCCN2CC2(c3ccccc3)CC2)cc1 | 2 | -7 | x | x | 10 | -1.2 | 2 | -3 | -16 | -8
COc1cccc(NC(=O)COC(=O)c2ccccc2SCC(=O)N2CCCC2)c1 | -2 | 12 | x | x | -10 | 1.1 | 0 | -1 | -3 | 3
Cc1cc(OCCOc2cccc3cccnc23)cc(C)c1Cl | -3 | -16 | 33 | -4 | 26 | -0.7 | -1 | 8 | -6 | -6
Cc1nc2sc(C(c3ccccc3)N3CCN(C)CC3)c(O)n2n1 (centres undefined) | 6 | -6 | 10 | x | -12 | -0.3 | -8 | 3 | -7 | -10
COc1ccc(Cl)cc1C(=O)N1CCN(c2ccccn2)CC1 | 7 | 4 | 19 | 0 | 8 | -0.1 | 4 | -4 | -16 | 3
Cc1ccc(N=C2NC(=O)CS2)cc1 | 1 | -14 | 5 | -1 | 7 | -2.0 | 4 | 7 | -10 | -2
Cc1cccc(C)c1NC(=O)C1c2cccc[n+]2CC(=O)N1Cc1ccc2c(c1)OCO2 (centres undefined) | 0 | -2 | 10 | -6 | -12 | 2.1 | -2 | 2 | 7 | 1
O=S(=O)(Nc1cccnc1)c1ccc(Br)c2ccccc12 | -22 | u | 12 | 0 | -13 | -3.4 | -3 | 36* | -5 | -14
CC(C)COP(=O)(c1ccc(N(C)C)cc1)C(O)c1ccccc1F (centres undefined) | 5 | -7 | 14 | 4 | 1 | -0.7 | -12 | 17 | -11 | 8
Cc1ccc(C)c(C2=CSC3=NS(=O)(=O)CCN23)c1 | -5 | 4 | 3 | 4 | -19 | -0.5 | -3 | -2 | -1 | -2
c1ccc(CCn2nnnc2C(c2cccs2)N2CCOCC2)cc1 (centres undefined) | 4 | 11 | 10 | x | 15 | 0.0 | -5 | -2 | -20 | -1
CN(C)CC/C=C1\c2cc(Cl)ccc2Sc2cc(F)c(F)cc21 | 8 | -12 | x | x | 4 | -1.0 | -7 | -6 | 22 | 0
CCOc1ccc(N(CC(=O)NC2CCCC2)C(=O)CCC(=O)Nc2nccs2)cc1 | 5 | -1 | -19 | -5 | -15 | -0.1 | 6 | -2 | -17 | -2
O=C(NNC(=O)c1ccncc1)Nc1cc(Cl)ccc1Cl | -8 | 4 | x | x | 10 | 0.8 | x | 2 | -3 | -4
COC(=O)c1cn(C(=O)c2ccccc2)c2ccccc12 | -3 | 0 | 33 | -1 | 15 | -0.3 | 2 | 6 | -42 | -1
COc1ccc2c(c1)c1nc(SCC(C)C)n(CCO)c(=O)c1n2C | 5 | -8 | 40 | 0 | 5 | -0.9 | -3 | 0 | 6 | 1
Cc1cc2cc(CNC(=O)c3ccc(S(=O)(=O)N4CCCC4)cc3)ccc2n1C | -11 | -106 | 7 | 4 | 3 | 80* | -1 | 37* | -3 | -91
COc1ccc(CNCc2ccccc2[N+](=O)[O-])cc1OC | -23 | x | 24 | -7 | -5 | x | 4 | -1 | -13 | x
O=C(CNS(=O)(=O)c1ccccc1)N1CCN(C(=O)c2ccco2)CC1 | -6 | -2 | x | x | -8 | -1.0 | 4 | 0 | -20 | -3
Cc1ccccc1N1CCN(C(=S)c2ccc([N+](=O)[O-])cc2)CC1 | -5 | -7 | 4 | 0 | 9 | -0.3 | -15 | -7 | 29 | -1
CC(Sc1nnnn1C)C(=O)Nc1ccccc1-c1ccccc1 (centres undefined) | 4 | 4 | 6 | -1 | -5 | -0.2 | 2 | -2 | -5 | -3
N#Cc1c(SCC(=O)N2CCOCC2)nsc1SCC(=O)N1CCOCC1 | 4 | -1 | -2 | 0 | 8 | -0.1 | 5 | 3 | -10 | 0
O=C(Nc1cccc(C(F)(F)F)c1)C1CCN(S(=O)(=O)c2cccnc2)CC1 | 6 | -13 | 6 | 5 | 8 | -2.2 | -3 | -6 | -7 | -4
CCOC(=O)c1cn(Cc2ccc(C)cc2)nn1 | 7 | 0 | 39 | -2 | 0 | 0.1 | 6 | 6 | -11 | 0
CCCCOc1ccc(-c2n[nH]c(=S)n2Cc2ccccc2)cc1 | -2 | 34* | 30 | 7 | 10 | 2.3 | -3 | 7 | -15 | -11
O=C(NC(=S)Nc1ccc(NC(=O)c2ccco2)cc1)c1ccccc1 | -7 | 5 | -1 | 4 | -3 | 0.2 | -9 | 7 | -1 | -1
COCCCNS(=O)(=O)c1cccc(S(=O)(=O)c2cccc(S(=O)(=O)NCCCOC)c2)c1 | 2 | 1 | 6 | 1 | -10 | -0.3 | 0 | -7 | -11 | -15
CC(C)n1c(=O)c2ccccc2n1Cc1cn(-c2ccc(Cl)cc2)nn1 | x | -6 | x | x | -5 | -0.8 | x | 10 | x | -4

Following part:
molecule | MazEF act | BoNT-F LC inh | DUSP3 inh | 3CLpro inhibitor | CCHFV vOTU inh | BoNT A protease | Rv3671c protease | PrPC surface inh | SSB-PriA inh | Anthrax LF prot
CN(CC(=O)Nc1ccc(Cl)cc1)c1ccc(S(=O)(=O)N2CCCCC2)cc1[N+](=O)[O-] | 1 | -4 | 17 | 0 | -2 | -0.3 | -26 | -3 | 19 | 1
O=C(Nc1ccc(C(=O)O)cc1)Oc1ccc(N(CCCl)CCCl)cc1 | x | 0 | x | x | -10 | -0.3 | x | -4 | x | 0
N/C(=N\S(=O)(=O)c1cccs1)c1ccccc1 | 6 | -10 | 22 | 1 | -5 | -0.6 | 3 | -4 | x | -7
CC(C)C(=O)NN(C(=O)C(C)C)c1nc2ccccc2s1 | -4 | u | 17 | 2 | 4 | 4.7 | -8 | 4 | -7 | 4
CCCCN1CCCCC1(C)C(=O)NCc1cccc(OC)c1 (centres undefined) | x | -8 | x | x | -6 | 0.3 | x | -6 | x | 8

Bioassay records: PubChem, several laboratories
